Assay outcomes as filed in PubChem.
Salmonella PhoP GFP: inhibitors of PhoP regulon expression, primary screen, Salmonella Typhimurium, GFP reporter (AID 1863); S. Typhimurium PhoP-regulated promoter GFP reporter, 4 h; higher % means a stronger effect; inhibition, % at 50 µM, or IC50 in µM where a hit was titrated; actives 0.16% (n = 300,000);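 active means inhibition over 29.93%, a cutoff 3 SD above the screen mean, later confirmed by dose response; inconclusive means inhibition over 29.93% but no dose response follow-up; inactive means inhibition at most 29.93% or unconfirmed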;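 further: 0% = low Mg2+ inducing control and 100% = high Mg2+ repressing control; strong numbers were not always called active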
GPR55 antagonists: GPR55 antagonists blocking LPI-driven arrestin recruitment, primary screen, imaging, U2OS, beta-arrestin-GFP, LPI agonist (AID 2013). actives 0.13% (n = 290,000). U2OS GPR55 beta-arrestin-GFP translocation imaging, LPI antagonism; higher % means a stronger effect. inhibition, % at 10 µM, or IC50 in µM where a hit was titrated;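 active means spots per cell inhibited over 60%, with over 100 cells counted and total cytoplasm intensity under 500,000; inconclusive means wells with under 100 cells, flagged as likely toxic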;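 further: U2OS cells stably carrying GPR55 and arrestin-GFP stimulated by 5 µM LPI near EC80; imaged beta-arrestin-GFP aggregate spots per cell after agonist stimulation; plate controls were LPI-stimulated DMSO wells for no effect and DMSO wells without LPI for full effect; some results filed as inactive read as strong as hits; confirmed hits need IC50 under 10 µM and bright autofluorescent wells are also inconclusive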
GPR35 arrestin U2OS: GPR35 antagonists blocking zaprinast-driven arrestin recruitment, primary screen, imaging, U2OS, beta-arrestin-GFP, zaprinast agonist (AID 2058); U2OS GPR35 beta-arrestin-GFP translocation imaging, zaprinast antagonism; higher % means a stronger effect; one-dose inhibition, % at 10 µM; IC50 in µM for titrated hits; actives 0.052% (n = 290,000);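 active means inhibition of at least 50% with at least 30 cells and total cytoplasm GFP at most 10,000,000; inconclusive means under 30 cells or total GFP of 10,000,000 plus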
Rac1 GTP hydrolysis: MgcRacGAP GTPase-activating activity inhibitors, confirmation, biochemical, ADP Hunter fluorescence | MgcRacGAP-stimulated Rac1 GTP hydrolysis, ADP Hunter fluorescence; higher % means a stronger effect; GST-tagged Rac1 F28L mutant substrate | inhibition, % at 30 µM, or IC50 in µM where a hit was titrated | actives 0.6% (n = 340,000);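 active means first-screen hits whose inhibition reached a set limit at any dose in the follow-up dose series; inconclusive means inhibition above the set first-screen limit but never retested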;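 further: fluorescence reports GDP produced by GAP-driven GTP hydrolysis; strong numbers were not always called active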
UTI89 phage lysis: inhibition of K1F phage lysis, E. coli UTI89, bacterial capsule biogenesis inhibitors, alamar blue (AID 488966) | E. coli UTI89 K1F phage lysis, alamar blue, 2 h; higher % means a stronger effect | actives 0.02% (n = 340,000) | one-dose inhibition, % at 100 µM; IC50 in µM for titrated hits;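 active means phage lysis inhibition, versus mean bacterial control, above a set limit; inconclusive means no clear call, values can overlap the other calls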;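 further: capsule biogenesis inhibitors block K1F phage lysis so surviving cells raise fluorescence; higher fluorescence means more inhibition of phage lysis; actives were called in the ten point dose series up to 300 µM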
NS5 inhibitors: flavivirus cap methylation enzyme inhibition – biochemical, confirmation dose response, primary screen (AID 588689); Dengue-2 NS5 methyltransferase capping enzyme assay, biochemical; higher % means a stronger effect; one-dose inhibition, % at 25 µM; IC50 in µM for titrated hits; actives 0.3% (n = 340,000); in the data active means a potency from the dose series; inconclusive means inhibition above about 29% without an active follow-up result
RSV antiviral HEp-2: inhibition of RSV-induced cytopathic effect – HEp-2 cells, primary 10 µM value included (AID 2391); HEp-2 cells, RSV-induced CPE inhibition; higher % means a stronger effect; CPE inhibition, % at 10 µM; hits with a dose series show IC50 in µM; actives 0.13% (n = 310,000); in the data active means a potency from the dose series; inconclusive means CPE inhibition mostly from about 23% at the one dose, without a potency; inactive means the rest, 99 in 100 with CPE inhibition below about 21%; further: strong numbers were not always called active
SV40 large T antigen: SV40 large T antigen inhibitors, biochemical (AID 1903). inhibition, % at 20 µM; hits with a dose series show IC50 in µM. SV40 large T antigen ATPase/helicase inhibition assay; higher % means a stronger effect. actives 0.39% (n = 310,000); in the data active means a potency from the dose series; inconclusive means inhibition mostly from about 32% at the one dose, without a potency; inactive means the rest, 99 in 100 with inhibition below about 32%; further: strong numbers were not always called active
HIV peptide binding: inhibitors of HIV fusion peptide binding, primary screen, biochemical, uHTS, fluorescence dequenching (AID 1986) | actives 0.3% (n = 290,000) | cell-free peptide binding, fluorescence dequenching, 30 min; higher % means a stronger effect | inhibition, % at 20 µM; hits with a dose series show IC50 in µM; in the data active means inhibition mostly above about 52%, no sharp cut-off; inactive means mostly below about 76%; further: some results filed as inactive read as strong as hits
NS5 inhibitors pilot replicate: also measured in NS5 inhibitors; calls as there; inhibition, %; measured here: pilot screen replicate inhibition
An asterisk follows results filed as active; ? = inconclusive; nt = not tested or not shown; [ ] = dose if it differs, or a comment.

SMILES	Salmonella PhoP GFP	GPR55 antagonists	GPR35 arrestin U2OS	Rac1 GTP hydrolysis	UTI89 phage lysis	NS5 inhibitors	RSV antiviral HEp-2	SV40 large T antigen	HIV peptide binding	others
O=C(CCNC(=O)c1ccc(Cl)cc1)Nc1ccccc1N1CCCCC1	-8%	nt	nt	10%	0.1%[50 µM]	4%	2.3%	12%	nt
O=c1c2ccccc2nc(/C=C/c2cccnc2)n1Cc1ccccc1	0%	3%	-7%	9%	0.1%	-6%	nt	3%	-0.1%
COc1ccc2nc(/N=C(\N)NC(=O)N3c4ccccc4Sc4ccccc43)nc(C)c2c1	25%	-1%	9%	49%	-0.3%	-2%	5.1%	23%	-0.5%
Cc1ccc(C(=O)NCc2ccco2)cc1	-2%	0%	-17%	10%	-0.3%	-7%	0.2%	0%	1.2%	NS5 inhibitors pilot replicate=1.5
O=C1Nc2cc(Cl)c(Cl)cc2N(O)N1c1ccc(Cl)cc1	4%	-8%	10%	3%	-0.2%	-2%	-1.3%	5%	5.0%
COc1cc(C2SCC(=O)N2CCCN(C)C)cc(OC)c1OC (centres undefined)	-5%	-16%	2%	11%	0.4%	-6%	3.2%	4%	0.7%
Cc1ccc(NC(=O)C2CCCN2S(=O)(=O)c2cccc3cccnc23)cc1F (centres undefined)	-9%	0%	8%	1%	1.1%	-4%	53%	1%	0.4%
CCCc1cc(C(=O)OC)c2ccccc2n1	-5%	5%	-12%	5%	2.7%[50 µM]	2%	1.0%	2%	2.3%
Cc1cccc(C(=O)NCC(=O)OCc2cc(=O)n3ccsc3n2)c1	0%	nt	nt	8%	1.1%[50 µM]	-3%	-0.9%	4%	nt
CCOC(=O)Cc1nn[nH]n1	-4%	-1%	-3%	1%	-2.4%	-13%	0.4%	4%	-0.4%
CC(=O)SCC(=O)N=c1sc2cc(F)ccc2n1C	2%	10%	-4%	8%	2.9%	1%	1.5%	18%	-1.6%
O=C(CN(c1ccc(Cl)cc1)S(=O)(=O)c1ccc(Cl)c([N+](=O)[O-])c1)NCCc1ccc(F)cc1	5%	7%	-9%	6%	1.0%	-7%	0.0%	8%	2.6%
Cc1ccnc(NC(=S)N2CCN(c3cccc(C(F)(F)F)c3)CC2)c1	1%	3%	-1%	7%	-1.1%	1%	14%	8%	-0.8%
COCCn1c(=NC(=O)C(C)(C)C)sc2cc([N+](=O)[O-])ccc21	-6%	11%	-13%	1%	-0.6%	-10%	-0.8%	2%	1.8%
CCOC(=O)c1cc2c(=O)n3ccccc3nc2n(CCCOC)c1=NC(C)=O	1%	-3%	14%	3%	-0.7%	-4%	0.7%	12%	1.3%
COc1ccc(CNC(=O)COc2cc3c(c4oc(=O)cc(C)c24)CCC(C)(C)O3)cc1	13%	4%	2%	4%	4.8%	1%	nt	6%	-1.3%
COc1ccccc1N1CCN(C(=O)COc2cc(C)ccc2C)CC1	23%	7%	3%	13%	2.8%	-6%	1.8%	16%	-0.9%
COC(=O)Cc1cc(=O)n2[nH]c(C)nc2n1	-24%	10%	-5%	5%	-0.1%	?	2.5%	5%	2.5%
Cc1ccc(S(=O)(=O)CCC(=O)OCC(=O)c2ccc(C)c(C)c2)cc1	4%	6%	9%	8%	0.0%	-1%	2.5%	8%	2.1%
CCC(C(=O)Nc1ccccc1)c1ccccc1 (centres undefined)	4%	-14%	-11%	4%	2.2%[50 µM]	-3%	1.0%	1%	0.2%
CC(=O)N(C)c1ccc(NC(=O)C(Sc2ccccc2)c2ccccc2)cc1 (centres undefined)	-5%	9%	8%	nt	nt	nt	-0.2%	-10%	-1.3%
CCOc1ccc(N=Nc2c(=O)[nH]n3c(=O)cc(C)[nH]c23)cc1	-5%	13%	13%	6%	2.2%	4%	0.6%	37%	6.2%
CCNC(=S)N(CCc1c(C)[nH]c2ccc(C)cc12)Cc1ccco1	2%	11%	-10%	4%	0.2%	-1%	2.4%	6%	1.1%
Cc1ccc(NC(=O)C2CCN(C(=O)OC(C)(C)C)CC2)cc1S(=O)(=O)N1CCCCC1	nt	nt	nt	2%	-0.4%[50 µM]	-13%	0.1%	nt	nt
CCOC(=O)Cn1c(O)c(N=NC(=O)CNC(=O)Cc2ccccc2)c2ccccc21	7%	-2%	9%	-1%	-0.1%	1%	2.5%	nt	-0.7%
SMILES	Salmonella PhoP GFP	GPR55 antagonists	GPR35 arrestin U2OS	Rac1 GTP hydrolysis	UTI89 phage lysis	NS5 inhibitors	RSV antiviral HEp-2	SV40 large T antigen	HIV peptide binding	others
COC(=O)Cc1c(C)nc2nc(-c3ccc(C)cc3)[nH]n2c1=O	6%	0%	16%	13%	0.7%	6%	1.5%	4%	0.6%
O=C1CSC(c2cccc([N+](=O)[O-])c2)N1CCN1CCCCC1 (centres undefined)	-5%	1%	-16%	3%	0.1%	-7%	1.7%	16%	0.5%
Cc1ccccc1N=Cc1cc2c(cc1[N+](=O)[O-])OCO2	4%	12%	-11%	10%	0.7%[50 µM]	15%	0.8%	7%	27%
ClC(=C\c1ccccc1)/C=N/N1CCN(c2ccccn2)CC1	-2%	3%	0%	3%	0.3%	-6%	10%	-1%	-2.1%
Cc1cc(NC(=O)CCC(=O)N(c2ccccc2)C(C(=O)NCC2CCCO2)c2cccnc2)no1 (centres undefined)	-7%	6%	-3%	6%	-0.2%	0%	1.2%	5%	10%
Cc1ccc(N2CC(C(=O)N3CCC(C(=O)Nc4cccc(Br)c4)CC3)CC2=O)cc1 (centres undefined)	13%	3%	21%	5%	-0.2%	-8%	?	0%	-1.5%
C/C(CC(=O)Nc1ccc(N(C)C)cc1)=N\NC(=O)c1cnccn1	4%	10%	14%	26%	-1.1%	4%	1.6%	18µM*	-3.1%
COCc1nnc(NS(=O)(=O)c2c(C)cc(C)cc2C)s1	5%	0%	-7%	11%	0.5%	-7%	1.3%	15%	4.3%	NS5 inhibitors pilot replicate=0.8
O=C(CN1CCCCC1)N1CCCc2ccccc21	-2%	6%	-1%	24%	0.2%	-1%	1.2%	7%	0.0%
COc1ccccc1/C=C/C(=O)NCC(=O)N/N=C/c1ccc(C(=O)O)cc1	12%	-2%	15%	1%	1.2%	-12%	1.3%	3%	3.8%
Cc1cccc(NC(=O)C2CC3CCC2C3)c1C (centres undefined)	nt	nt	nt	-13%	-0.1%	1%	nt	7%	nt
COC(=O)CCC/C=C1/SCC(NC(=O)c2ccccc2)C1O (centres undefined)	-1%	20%	15%	10%	3.3%	-1%	0.0%	9%	4.5%
CC(C)C(=O)N1CCN(c2ccccc2NC(=O)c2ccco2)CC1	4%	-6%	-10%	11%	0.4%	0%	-1.4%	-33%	-1.1%
O=C(CCS(=O)(=O)c1ccccc1)N(CCCN1CCOCC1)c1nc2ccccc2s1	9%	nt	nt	6%	0.0%[50 µM]	-12%	-2.2%	-5%	nt
COC(=O)C(C)Sc1nc2c(c(=O)[nH]c(=O)n2C)n1CCCc1ccccc1 (centres undefined)	2%	-3%	-5%	12%	-0.3%	1%	2.7%	2%	-2.8%
COc1ccccc1N1CCN(C(=O)CSc2nnc(-c3ccoc3C)o2)CC1	-5%	-7%	13%	7%	3.7%	-11%	10%	2%	0.6%
COCc1c(C(=O)N/N=C/c2ccc(C)o2)nnn1-c1nonc1N	5%	-10%	-6%	-5%	0.4%	2%	0.9%	4%	0.3%
COc1ccc(NS(=O)(=O)c2ccc3oc(=O)ccc3c2)cc1	-1%	-1%	16%	-3%	0.0%	-6%	0.7%	6%	-1.3%	NS5 inhibitors pilot replicate=-2.4
CN(C(=O)Cc1c(C(=O)O)n(C)c2ccccc12)c1ccc(F)cc1	-7%	10%	7%	6%	1.0%	7%	4.8%	9%	6.3%
CC[N+]1=C(C)C(C)(C)c2cc(C)ccc21	1%	-2%	-2%	-5%	-0.2%	-13%	10%	14%	51%
Cc1onc(-c2ccccc2)c1C(=O)Nc1ccc(Cl)c(S(=O)(=O)N2CCOCC2)c1	nt	nt	nt	5%	0.5%[50 µM]	1%	0.1%	nt	nt
CCC1(c2ccc(F)cc2)NC(=O)N(CC(=O)c2ccc[nH]2)C1=O (centres undefined)	4%	6%	-2%	3%	-0.1%	-7%	0.4%	22%	9.1%
COc1ccc(NC(=O)CN2C(=O)C(C)SC(C)C2=O)c(OC)c1 (centres undefined)	-7%	-2%	5%	12%	0.5%	5%	0.8%	19%	-1.4%
Cc1cc(C(=O)COc2ccc(C#N)cc2)c(C)n1-c1ccc2c(c1)OCO2	0%	9%	-4%	9%	3.5%	-3%	2.9%	7%	1.9%
Cn1c(CNC(=O)c2ccco2)nnc1SCC(=O)Nc1ccc(Br)cc1F	-8%	15%	1%	-1%	0.6%[50 µM]	-4%	-0.5%	4%	-1.0%
CC(=O)N1CCN(Cc2nc3cc(NC(=O)COc4ccccc4)ccc3n2C)CC1	2%	7%	0%	11%	0.5%	1%	1.2%	6%	-0.6%
CC(=O)Nc1ccc(S(=O)(=O)Nc2ccc(Cl)cn2)cc1	-5%	8%	0%	12%	-0.8%	3%	2.9%	9%	-0.1%

By substructure: those above with a tert-butyl group
SMILES	Salmonella PhoP GFP	GPR55 antagonists	GPR35 arrestin U2OS	Rac1 GTP hydrolysis	UTI89 phage lysis	NS5 inhibitors	RSV antiviral HEp-2	SV40 large T antigen	HIV peptide binding	others
COCCn1c(=NC(=O)C(C)(C)C)sc2cc([N+](=O)[O-])ccc21	-6%	11%	-13%	1%	-0.6%	-10%	-0.8%	2%	1.8%
Cc1ccc(NC(=O)C2CCN(C(=O)OC(C)(C)C)CC2)cc1S(=O)(=O)N1CCCCC1	nt	nt	nt	2%	-0.4%[50 µM]	-13%	0.1%	nt	nt

Arranged by heavy-atom count (rising): three of the compounds above.
SMILES	Salmonella PhoP GFP	GPR55 antagonists	GPR35 arrestin U2OS	Rac1 GTP hydrolysis	UTI89 phage lysis	NS5 inhibitors	RSV antiviral HEp-2	SV40 large T antigen	HIV peptide binding	others
CCCc1cc(C(=O)OC)c2ccccc2n1	-5%	5%	-12%	5%	2.7%[50 µM]	2%	1.0%	2%	2.3%
COCc1c(C(=O)N/N=C/c2ccc(C)o2)nnn1-c1nonc1N	5%	-10%	-6%	-5%	0.4%	2%	0.9%	4%	0.3%
Cc1ccnc(NC(=S)N2CCN(c3cccc(C(F)(F)F)c3)CC2)c1	1%	3%	-1%	7%	-1.1%	1%	14%	8%	-0.8%
